ERp5 inh = blocks human ERp5 reductase activity on insulin; ERp5 insulin aggregation, absorbance 650 nm, 90 min; actives 0.05% (n = 350,000); inhibition, % at 9.99 µM; Q15084; AID 651711;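 active means mean replicate inhibition above about 25%, with every replicate also reaching it, limit read from the data, passing the limit was not always enough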
Target sequence (Q15084 whole entry, looked up): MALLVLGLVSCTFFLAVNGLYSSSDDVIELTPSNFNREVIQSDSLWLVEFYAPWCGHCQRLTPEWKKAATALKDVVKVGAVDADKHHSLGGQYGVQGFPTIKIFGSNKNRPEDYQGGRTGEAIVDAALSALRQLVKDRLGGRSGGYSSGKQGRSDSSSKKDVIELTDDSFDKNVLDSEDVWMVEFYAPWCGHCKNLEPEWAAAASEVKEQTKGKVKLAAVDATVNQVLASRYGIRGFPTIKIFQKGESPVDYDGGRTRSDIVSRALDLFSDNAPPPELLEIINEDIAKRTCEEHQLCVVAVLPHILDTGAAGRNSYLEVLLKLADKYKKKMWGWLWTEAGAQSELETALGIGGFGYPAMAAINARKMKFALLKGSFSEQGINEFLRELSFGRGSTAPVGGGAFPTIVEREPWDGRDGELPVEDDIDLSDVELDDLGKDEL
C2C12 statin = suppressors of simvastatin-induced myotoxicity in C2C12 myotubes; ATP luminescence, 48 h; scaled: DMSO 0, geranylgeraniol control 100; rescue of ATP level, % at 7.49 µM; actives 0.78% (n = 330,000);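 active means mean ATP rescue above about 67%, or every replicate alone reaching that limit, limit read from the data, passing the limit was not always enough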;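 further: myotubes were challenged with 10 µM simvastatin during compound exposure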
ARNT-TACC3 inh = ARNT/TACC3 interaction disruption; AID 623870; Q9Y6A5; inhibition, % at 9.99 µM; AlphaScreen His-ARNT PAS-B/GST-TACC3 binding, luminescence; TACC3 fragment carries E629A point mutation; actives 0.66% (n = 390,000);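 active means mean inhibition of replicates at least 50% and at least half of replicates each reaching 50%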;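 further: 0% = complete ARNT plus TACC3 wells and 100% = ARNT alone without TACC3; many hits fall short of the cut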
esBAF inh = SWI/SNF esBAF complex inhibition; mouse ES cells, Bmi1-luciferase knock-in reporter, 24 h; 100% = twice the neutral-well signal; reporter increase, % at 12.5 µM; actives 2% (n = 350,000); AID 602393; in the data active means activation above about 40%;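 further: 0% = median of the plate's neutral control wells and 100% = double that signal; a rise in the Bmi1 reporter signal indicates esBAF inhibition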
miR122 inh = miR-122 inhibition in Huh7 cells; activation (reporter increase), % at 12.5 µM; actives 0.3% (n = 340,000); Huh7 miR-122 Renilla luciferase sensor, 48 h; neutral wells = 0, positive control = 100; AID 602342;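 active means mean replicate activation score at least 90 and every replicate individually at or above 90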;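 further: higher luciferase means less miR-122 activity so hits act as miR-122 inhibitors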
Cneo AK release = Cryptococcus neoformans lysis via adenylate kinase release; actives 0.2% (n = 360,000); AID 651654; lysis activity, % at 15 µM; C. neoformans lysis, adenylate kinase release luminescence, 4 h; normalised: neutral wells 0, clomiphene wells 100;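 active means mean lysis activity across replicates of at least 80%, whatever share of replicates individually reach that level; inactive means mean lysis activity below 80%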
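Schedule: static 4 h at 37 °C with compound, 1 h detection; system: C. neoformans cells; benchmarks: Clomiphene as positive control; buffer or medium: fresh YPD medium; measure: luminescence rise reflecting yeast cell lysis; measured by: luminescent adenylate kinase detection reagent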
SIRT5 inh = blocks human SIRT5 desuccinylation of peptide. Q9NXA8. Purified SirT5, succinyl-peptide AMC, trypsin-coupled fluorescence. inhibition, % at 15 µM. actives 1.1% (n = 330,000). AID 652115; in the data active means inhibition above about 15%
Target sequence (Q9NXA8 whole entry, looked up): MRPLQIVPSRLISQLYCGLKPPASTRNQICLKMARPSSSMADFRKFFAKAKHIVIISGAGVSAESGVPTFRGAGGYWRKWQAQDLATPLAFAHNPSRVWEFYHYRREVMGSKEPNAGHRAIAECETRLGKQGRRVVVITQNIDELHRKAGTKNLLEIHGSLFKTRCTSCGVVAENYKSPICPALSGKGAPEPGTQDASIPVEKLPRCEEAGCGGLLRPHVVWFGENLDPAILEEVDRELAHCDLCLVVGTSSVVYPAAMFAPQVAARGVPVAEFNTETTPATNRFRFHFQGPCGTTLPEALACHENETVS
Numbers without * were called inactive; . = no result given; [ ] = dose if it differs, or a comment.

Short forms – A = ERp5 inh; B = C2C12 statin; C = ARNT-TACC3 inh; D = esBAF inh; E = miR122 inh; F = Cneo AK release; G = SIRT5 inh
> CC1Cc2ccccc2N1C(=O)CN(C)S(=O)(=O)c1cccc2cccnc12 (stereo unspecified)
  A: 0; B: 8; C: -2; D: -3; E: 1; F: 2; G: .
> CC1Cc2nc(SCC(N)=O)n(C)c(=O)c2S1 (stereo unspecified)
  A: -3; B: 135*; C: -3; D: -3; E: -3; F: 0; G: -1
> C[C@H](CO)N1C[C@H](C)[C@H](CN(C)Cc2cccnc2)Oc2cc(C3=CCCC3)ccc2S1(=O)=O
  A: 4; B: 14; C: 2; D: -2; E: 18[16.7 µM]; F: -1; G: 3
> CCOC(=O)[C@H]1[C@H]2COc3cc(OC)ccc3[C@@H]2N2C(=O)c3c(C)cc(C)cc3NC(=O)[C@@]12C
  A: 2; B: 9; C: 17; D: 0; E: 1; F: -1; G: .
> COc1ccccc1CCC(=O)OCC(=O)NC1CCCCC1
  A: 4; B: .; C: -7; D: .; E: -3; F: -1; G: -2
> Cc1ccc(Nc2cc(C)nc3ccccc23)c(C)c1
  A: 3; B: .; C: 6; D: .; E: .; F: .; G: 0
> Cc1ccccc1NC(=O)CCN1C(=O)c2ccccc2C1=O
  A: 1; B: 7; C: -15; D: -3; E: -6; F: 0; G: 4
> C[C@H](CO)N1C[C@H](C)[C@@H](CN(C)C(=O)NC2CCCCC2)Oc2ccc(NC(=O)Nc3cccc4ccccc34)cc2CC1=O
  A: 6; B: -69; C: 2; D: 5; E: -2[16.7 µM]; F: -1; G: 1
> O=C(Nc1cc2c3c(c1)CC(=O)N3CCC2)c1ccccc1F
  A: -4; B: -3; C: 4; D: 7; E: 0; F: 0; G: 1
> COC(=O)c1cc(NS(=O)(=O)c2cccs2)cc(NS(=O)(=O)c2cccs2)c1
  A: 4; B: -3; C: -4; D: -2; E: 3; F: .; G: -6
> CN1CC(=O)N(CC(=O)Nc2ccc(Cl)c(C(F)(F)F)c2)C1=O
  A: .; B: -12; C: 1; D: -8; E: -1; F: 2; G: .
> CCC(C)NC(=O)CSc1nc(-c2cccs2)cc(C(F)(F)F)n1 (stereo unspecified)
  A: .; B: 24; C: -3; D: 1; E: 3; F: -2; G: .
> O=C(CC1CC1)Nc1ccc2c(c1)[C@H]1C[C@@H](CC(=O)NC3CCCC3)O[C@H](CO)[C@H]1O2
  A: -4; B: -1; C: -5; D: -2; E: 0[16.7 µM]; F: 4; G: -4
> COc1ccc(C(=O)N2C(=O)c3ccc(N)cc3C2=O)cc1
  A: -1; B: .; C: 29; D: .; E: .; F: .; G: 4
> CCS(=O)(=O)N[C@H]1C=C[C@H](CC(=O)NCc2ccc(F)cc2)O[C@H]1CO
  A: 2; B: 1; C: 17; D: 3; E: -25[16.7 µM]; F: 28; G: -4
> CN(C)CCCNC(=O)[C@H]1[C@H](CO)[C@H]2Cn3c(ccc(C4=CCCC4)c3=O)[C@@H]1N2Cc1cocn1
  A: 4; B: 13; C: 10; D: 0; E: .; F: -3; G: -21
> CCCCC(=O)NC(=S)Nc1c(C)cc(Br)cc1C
  A: 10; B: .; C: 1; D: .; E: 4; F: 7; G: -9
> Cc1ccc(S(=O)(=O)Nc2ccc3c(c2)C(=O)N([C@@H](C)CO)C[C@@H](C)[C@H](CN(C)C(=O)c2ccncc2)OCCCC[C@@H](C)O3)cc1
  A: .; B: 36; C: -6; D: 3; E: 0[16.7 µM]; F: 4; G: .
> C[C@H](CO)N1C[C@H](C)[C@H](CN(C)Cc2ccc(Oc3ccccc3)cc2)Oc2ccc(NC(=O)CCCN(C)C)cc2C1=O
  A: 1; B: -12; C: 22; D: -1; E: -11[16.7 µM]; F: 2; G: 1
> O=C(NCc1cccnc1)c1csc([C@@H]2O[C@H](CO)[C@H](O)[C@H](O)[C@H]2O)n1
  A: 3; B: -15; C: .; D: -5; E: -1; F: -1; G: -1
> COc1ccc(C(=O)COC(=O)CNC(=O)c2ccc(Cl)cc2Cl)c(OC)c1
  A: 0; B: -1; C: -2; D: 23; E: .; F: 0; G: 0
> O=C(O)c1cccc(N2C(=O)c3cccc4c(Cl)ccc(c34)C2=O)c1
  A: 2; B: 8; C: -1; D: 8; E: -2; F: 0; G: 7
> COc1ccc(CCNC(=O)COc2ccc(C)nc2[N+](=O)[O-])cc1OC
  A: 1; B: 3; C: -6; D: 3; E: -3; F: 1; G: 1
> O=C(O)C1CCN(S(=O)(=O)c2ccc3[nH]ccc3c2)CC1
  A: 5; B: -1; C: .; D: -8; E: -8; F: 1; G: 2
> FC(F)(F)c1cccc(CN2CCCCCC2)c1
  A: .; B: 6; C: -4; D: -1; E: -15; F: 0; G: .
> COC(=O)c1cc(Br)c(=O)n(-c2ccccc2F)c1
  A: .; B: 10; C: 0; D: -7; E: -5; F: 2; G: .
> CCOc1ccccc1CN1CCN(Cc2c[nH]c3ccccc23)CC1CCO (stereo unspecified)
  A: -3; B: 4; C: 1; D: 4; E: -6; F: -1; G: 0
> NC(=O)c1ccc(NC(=O)COC(=O)/C=C/c2cn(-c3ccccc3)nc2-c2cccnc2)cc1
  A: -10; B: .; C: .; D: .; E: 2; F: -4; G: -6
> Cc1ccc(-c2nc(CS(=O)CC(=O)NCCCN3CCN(Cc4ccccc4)CC3)c(C)o2)cc1 (stereo unspecified)
  A: -5; B: 15; C: 0; D: 4; E: -9; F: -2; G: -5
> O=C1NN=C(c2ccc(Cl)cc2)CC1c1c[nH]c2ccccc12 (stereo unspecified)
  A: 8; B: .; C: 1; D: .; E: .; F: .; G: 5
> O=S(=O)(c1ccc(F)cc1)N1CCCCN2[C@H](C1)[C@@H](c1ccc(-c3ccccc3F)cc1)[C@@H]2CO
  A: -5; B: .; C: 2; D: .; E: 8[16.7 µM]; F: -2; G: 14
> CCOC(=O)c1c(CC(C)C)csc1/N=C/C1C(=O)CC(C)(C)CC1=O
  A: 1; B: .; C: -10; D: .; E: -2; F: .; G: 3
> COc1ccc(-c2ccc(C(=O)Nc3cccc(F)c3)c3occc23)c(C)c1
  A: 5; B: -2; C: .; D: 40; E: -1; F: -1; G: -4
> C[C@H](O)C#Cc1cnc2c(c1)C(=O)N([C@@H](C)CO)C[C@H](C)[C@@H](CN(C)Cc1cccc(C(=O)O)c1)O2
  A: 2; B: 10; C: -8; D: 1; E: -5[16.7 µM]; F: -1; G: -3
> O=C(Cc1ccc(Cl)cc1)Nc1cccc2ncccc12
  A: -2; B: .; C: -2; D: .; E: .; F: .; G: -1
> C[C@H]1CN([C@@H](C)CO)C(=O)Cc2cc(NC(=O)C3CCCCC3)ccc2O[C@@H]1CN(C)Cc1ccc(Oc2ccccc2)cc1
  A: -5; B: 50; C: .; D: 2; E: 7[16.7 µM]; F: -1; G: 4
> Cc1cc(C)n2nc(SCc3nnc(SCc4ccccc4Cl)s3)nc2n1
  A: .; B: 5; C: 14; D: 1; E: -5; F: -2; G: .
> CCCCn1c(N)c(N(CCOC)C(=O)C2CC(=O)N(Cc3ccc(C)cc3)C2)c(=O)[nH]c1=O (stereo unspecified)
  A: -4; B: -5; C: 1; D: -5; E: .; F: 1; G: 0
> O=C(c1ccccc1)N(CC1CCC1)C[C@@H]1N[C@H](CO)[C@@H]1c1ccccc1
  A: -6; B: -18; C: -3; D: -4; E: 30[16.7 µM]; F: -3; G: -2
> CC(=O)N(C)C[C@H]1Oc2cc(C#CC3CCCC3)ccc2S(=O)(=O)N([C@H](C)CO)C[C@@H]1C
  A: 7; B: 20; C: 5; D: 5; E: 49[16.7 µM]; F: -2; G: -1
> COc1ccccc1CNC(=O)c1ccc(Cl)c(S(=O)(=O)N2CCCC2)c1
  A: 2; B: 1; C: -25; D: 8; E: .; F: 1; G: -5
> CC(=O)N1CCN(Cc2nc3cc(NC(=O)c4ccc(Cl)cc4)ccc3n2C)CC1
  A: 3; B: -16; C: 23; D: 4; E: 0; F: -1; G: -5
> O=C(CN1C(=O)S/C(=C/c2cccnc2)C1=O)N1CCOCC1
  A: -4; B: .; C: -4; D: .; E: .; F: .; G: -1
> CCn1nnc(-c2ccccc2NS(=O)(=O)c2ccc(C(=O)OC)cc2)n1
  A: .; B: -10; C: -1; D: 2; E: -4; F: -1; G: .
> COc1ccc(NC(=O)N(C)C[C@@H]2Oc3ccc(NS(=O)(=O)c4c(C)noc4C)cc3CC(=O)N([C@@H](C)CO)C[C@@H]2C)cc1
  A: -8; B: -21; C: .; D: -22; E: 15[16.7 µM]; F: 2; G: 1

Compound profiles (already shown). Values in the order: ERp5 inh, C2C12 statin, ARNT-TACC3 inh, esBAF inh, miR122 inh, Cneo AK release, SIRT5 inh
Profile of O=C(CC1CC1)Nc1ccc2c(c1)[C@H]1C[C@@H](CC(=O)NC3CCCC3)O[C@H](CO)[C@H]1O2 : -4, -1, -5, -2, 0[16.7 µM], 4, -4
Profile of CN1CC(=O)N(CC(=O)Nc2ccc(Cl)c(C(F)(F)F)c2)C1=O : ., -12, 1, -8, -1, 2, .
Profile of C[C@H](CO)N1C[C@H](C)[C@H](CN(C)Cc2ccc(Oc3ccccc3)cc2)Oc2ccc(NC(=O)CCCN(C)C)cc2C1=O : 1, -12, 22, -1, -11[16.7 µM], 2, 1
Profile of C[C@H]1CN([C@@H](C)CO)C(=O)Cc2cc(NC(=O)C3CCCCC3)ccc2O[C@@H]1CN(C)Cc1ccc(Oc2ccccc2)cc1 : -5, 50, ., 2, 7[16.7 µM], -1, 4
Profile of O=C(O)C1CCN(S(=O)(=O)c2ccc3[nH]ccc3c2)CC1 : 5, -1, ., -8, -8, 1, 2

(list continues)
Short forms – A = ERp5 inh; B = C2C12 statin; C = ARNT-TACC3 inh; D = esBAF inh; E = miR122 inh; F = Cneo AK release; G = SIRT5 inh
> Cc1cc(C)c2nc(N3CCC(C(=O)NCCCN4CCCC4=O)CC3)sc2c1
  A: -2; B: 8; C: -4; D: 5; E: -1; F: -3; G: -13
> C=CCn1c(SCC(=O)c2cccs2)nc2sc(C)cc2c1=O
  A: .; B: 1; C: -5; D: -5; E: 0; F: -4; G: .
> CC1(C)CC(=O)N(c2cc(Cl)cc(Cl)c2)C(=O)C1
  A: 3; B: -2; C: 0; D: -4; E: -8; F: 0; G: 0
> O=C(Nc1cccnc1)Nc1ccc2c(c1)OCO2
  A: .; B: -1; C: -5; D: 42*; E: 2; F: -9; G: .
> COc1ccc(NC(=O)C(=S)N2CCCC2)cc1
  A: 4; B: -1; C: 6; D: 19; E: -10; F: -1; G: 1
> CCOC(=O)c1[nH]cnc1C(=O)Nc1ccc(F)cc1
  A: -1; B: .; C: 1; D: .; E: .; F: .; G: 1
> O=C(NCC(=O)N(Cc1ccc(F)cc1)C(C(=O)NC1CCCC1)c1ccco1)c1ccco1 (stereo unspecified)
  A: 1; B: .; C: .; D: -1; E: -12; F: 0; G: -8
> CCOC(=O)C1=C(COC(=O)c2ccc(Br)o2)NC(=O)NC1C (stereo unspecified)
  A: 0; B: -1; C: -5; D: -2; E: -2; F: 4; G: 0
> O=C1C=C(Nc2ccc(Cl)cc2)C(=O)N1c1ccc(Cl)cc1
  A: -2; B: .; C: -9; D: .; E: .; F: .; G: -1
> O=C(CCN1C(=O)/C(=C/C=C/c2ccccc2)SC1=S)Nc1nc2ccccc2s1
  A: -1; B: .; C: -12; D: .; E: .; F: .; G: -3
> Cc1ccccc1OCc1nnc(SCc2nc3ccccc3c(=O)[nH]2)n1C
  A: -14; B: .; C: -4; D: .; E: 1; F: .; G: .
> CCNC(=O)[C@H]1[C@H](CO)[C@H]2Cn3c(ccc(-c4cccnc4)c3=O)[C@H]2N1Cc1ccccc1
  A: 5; B: 14; C: 10; D: -4; E: -4[16.7 µM]; F: 0; G: 4
> CC(=O)Nc1ccc(-c2cc(NC(C)=O)n(-c3ccccc3)n2)cc1
  A: .; B: -9; C: -1; D: -7; E: 5; F: -1; G: .
> Nc1c(NCc2ccccc2)c(=O)[nH]c(=O)n1Cc1ccccc1
  A: .; B: -4; C: 17; D: -7; E: -6; F: 0; G: .
> CCN(CC)C(=O)c1sc(NC(=O)c2ccco2)c(C#N)c1C
  A: .; B: 2; C: 3; D: 6; E: -3; F: 0; G: .
